zVAD death inh = L929 zVAD cell death inhibition; actives 0.38% (n = 220,000); L929 zVAD necroptosis rescue, ATP luminescence, 24 h; with zVAD 60 µM; viability rescue, % at 10 µM;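 active means activation, scaled between plate controls, above about 75%, limit read from the data; inactive means activation under that limit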;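 further: 0% = zVAD with DMSO and 100% = DMSO alone without zVAD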
Hck-Nef inh = blocks Nef-activated human Hck kinase. P08631. actives 0.68% (n = 220,000). inhibition, % at 20 µM. Recombinant Hck-YEEI plus Nef, Z-Lyte FRET kinase assay;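 active means Hck-Nef kinase inhibition above about 50%, limit read from the data; inactive means inhibition below that limit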;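 further: 0% = DMSO with Hck plus Nef and 100% = Hck alone without Nef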
EP2 mod = EP2 receptor (human) modulation; P43116; EP2-expressing cells, cAMP HTRF FRET, PGE2 co-stimulation; induction, % at 25 µM; actives 0.83% (n = 260,000);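 active means compounds whose cAMP rise, as percent of the full-agonist control response, exceeds 60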;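 further: rat C6 glioma line stably carrying human EP2 under a CMV promoter; the protocol text gives 20 µM as final concentration; 100% = response of wells given 1 µM PGE2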
Runt-CBFb FRET = blocks binding of human RUNX1 Runt domain to CBFb; actives 0.46% (n = 220,000); inhibition, % at 20 µM; AID 1496; Cerulean-Runt/Venus-CBFb FRET ratio 530/480, 1 h;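 active means inhibition over about 50% at 20 µM in the single-dose screen, limit read from the data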;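 further: 0% = DMSO wells and 100% = excess unlabeled CBFb competitor control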
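Assay system: Cerulean-Runt domain fusion protein, energy donor; Signal: fluorescence energy transfer, 422 nm excitation, 530/480 nm emission; Timing: 1 h compound exposure, room temperature; Control set: unlabeled CBFb; Medium: Tris buffer pH 7.5 with salts and BSA; Compound: single test concentration of 20 µM, 1% DMSO final; Probe or stimulus: Venus-CBFb 100 nM.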
Runt-SMMHC FRET = Runt domain-CBFb-SMMHC interaction inhibition. inhibition, % at 20 µM. Cerulean-Runt/Venus-CBFb-SMMHC FRET ratio 530/480, 1 h. AID 1434. actives 0.74% (n = 220,000);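 active means mean inhibition across duplicate retests at 20 µM reaching about 50%, limit read from the data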;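 further: 0% = DMSO wells and 100% = wells with excess untagged CBFb-SMMHC; inhibitors lower the FRET ratio by blocking Runt binding to CBFb-SMMHC; some results filed as inactive read as strong as hits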
PERK inh = human PERK inhibition, primary cell-based screen; AID 1416; Q9NZJ5; inhibition, % at 5.6 µM; actives 0.17% (n = 220,000); CHO PERK-DD fusion, SEAP luminescence translation reporter;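 active means inhibition above the mean inhibition of all tested compounds plus 3 SD, set separately per screening campaign, cut at about 2.9% in these data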;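 further: PERK kinase domain activated by AP20187 dimerizer at 100 nM; 0% = DMSO with dimerizer and 100% = rapamycin at 8.4 µM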
Target sequence (Q9NZJ5 whole entry, looked up, the tested form may be a part): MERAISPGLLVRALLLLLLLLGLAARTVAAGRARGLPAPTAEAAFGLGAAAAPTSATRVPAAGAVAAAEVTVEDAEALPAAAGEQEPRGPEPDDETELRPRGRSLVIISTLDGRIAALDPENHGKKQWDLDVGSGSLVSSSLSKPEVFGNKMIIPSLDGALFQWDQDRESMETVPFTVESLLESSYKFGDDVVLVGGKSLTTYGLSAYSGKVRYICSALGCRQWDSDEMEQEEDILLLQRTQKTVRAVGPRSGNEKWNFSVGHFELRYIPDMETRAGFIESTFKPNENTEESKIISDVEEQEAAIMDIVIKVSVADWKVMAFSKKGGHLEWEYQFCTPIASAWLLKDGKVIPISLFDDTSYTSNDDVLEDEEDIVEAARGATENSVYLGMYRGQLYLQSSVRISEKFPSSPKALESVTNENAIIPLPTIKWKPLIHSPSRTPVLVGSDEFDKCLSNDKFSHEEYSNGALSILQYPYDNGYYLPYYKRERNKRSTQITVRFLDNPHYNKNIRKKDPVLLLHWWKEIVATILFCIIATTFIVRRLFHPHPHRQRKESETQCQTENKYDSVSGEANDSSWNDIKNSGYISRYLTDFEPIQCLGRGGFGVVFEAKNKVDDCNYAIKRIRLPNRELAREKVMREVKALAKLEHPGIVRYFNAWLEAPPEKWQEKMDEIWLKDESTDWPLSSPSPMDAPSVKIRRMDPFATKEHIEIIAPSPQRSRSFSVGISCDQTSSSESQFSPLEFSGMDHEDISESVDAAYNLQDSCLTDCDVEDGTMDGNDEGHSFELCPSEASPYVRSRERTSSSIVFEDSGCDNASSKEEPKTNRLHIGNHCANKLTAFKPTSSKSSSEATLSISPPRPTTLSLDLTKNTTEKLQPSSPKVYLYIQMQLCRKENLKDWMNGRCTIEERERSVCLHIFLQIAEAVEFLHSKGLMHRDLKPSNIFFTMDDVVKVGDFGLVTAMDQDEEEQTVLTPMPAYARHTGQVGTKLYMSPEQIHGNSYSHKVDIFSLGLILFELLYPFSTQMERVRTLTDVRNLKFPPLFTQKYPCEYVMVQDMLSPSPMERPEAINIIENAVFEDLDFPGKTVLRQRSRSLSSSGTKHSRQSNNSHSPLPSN
RBBP9 inh = blocks human serine hydrolase RBBP9. O75884. recombinant RBBP9, FP-Rh probe fluorescence polarization. inhibition, % at 7.94 µM. actives 0.2% (n = 220,000). AID 1515;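 active means inhibition above the campaign mean of all tested compounds plus 3 SD, cut at about 14% in these data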;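 further: plate controls were DMSO wells with RBBP9 for no effect and wells lacking RBBP9 protein for full effect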
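System: RBBP9 protein | Quantity: 2.5 µM RBBP9 dispensing solution, before mixing | Reagent: FP-Rh probe, 375 nM dispensing solution | Timing: Enzyme-compound preincubation 30 min, then probe labeling 45 min, 25 °C | Measured by: Fluorescence polarization | Read-out: % inhibition | Replication: One well per compound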
EP2 antag = blocks the human prostaglandin E2 receptor EP2 | P43116 | C6 glioma cells expressing human EP2, cAMP TR-FRET; cells stimulated with saturating PGE2 | inhibition, % at 25 µM | actives 0.52% (n = 260,000) | AID 1422;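 active means percent inhibition above 40 after rounding to a whole number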;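 further: rat C6 glioma host cells with rolipram phosphodiesterase inhibitor present; the protocol text gives 20 µM as final concentration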
TNF death inh = inhibitors of TNF-alpha induced necroptosis in Jurkat FADD-/- cells; Jurkat FADD-/- TNF necroptosis rescue, ATP luminescence, 24 h; 0 = TNF only, 100 = no-TNF cells; activation (protection from cell death), % at 10 µM; actives 0.068% (n = 220,000); AID 463075;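 active means activation, meaning protection from cell death, of at least 50% relative to plate controls; inactive means activation below 50%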;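 further: necroptosis triggered by 40 ng/mL TNF-alpha added together with compound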
The depositor's hits bear a star; . = not tested or not shown; & = joins results of further samples.

SMILES	zVAD death inh	Hck-Nef inh	EP2 mod	Runt-CBFb FRET	Runt-SMMHC FRET	PERK inh	RBBP9 inh	EP2 antag	TNF death inh
Cc1cc(NC(=O)Cn2nc(C(F)(F)F)c3c2CCCC3)no1	.	-7	-5	-3	-4	0.8	-3	8	0.9
O=C(c1ccc(Cl)c(F)c1F)N1CCCC1	-0.9	11	-1	-2	-5	0.7	5	5	-0.1
C=C1CCN(C(C)C(=O)O)S(=O)(=O)c2ccccc21 (stereo not drawn)	0.6	20	15	1	-6	.	.	2	1.1
O=C(NC1CC1)c1nc2c(nnn2Cc2ccccc2Cl)c(=O)[nH]1	-0.6	3	34	-1	-2	0.7	-6	5	-1.1
O=C(O)C1CC(=O)N(Cc2cccnc2)C1 (stereo not drawn)	-0.1	2	24	3	0	1.4	0	7	-1.4
CC(=O)Nc1ccc(S(=O)(=O)Nc2cccc(-c3csc(C)n3)c2)cc1	0.5	-4	-30	0	-2	0.3	-1	9	0.0
CCCSC1=N/C(=C\c2ccc3c(c2)OCO3)C(=O)S1	0.7	2	33	2	2	0.7	4	12	-6.1
Cc1nnc(NC(=O)CSc2nnc(C)n2Cc2ccccc2)s1	-0.3	4	-3	-2	-9	0.3	-3	8	-1.9
O=C(CN1CCC(n2nnc3cc(C(F)(F)F)ccc32)CC1)NCc1cccs1	2.9	-3	-1&-22	-3	1	-1.0	-4	5	1.2
C/C(=N\NC(=S)NCCc1ccccc1)c1ccc(Cl)cc1	-0.4	5	18	0	4	-0.1	-17	3	-0.1
Cc1ccc(S(=O)(=O)N2CCC(C(=O)N[C@@H](C)C(=O)NCC3CCCO3)CC2)cc1 (stereo partly drawn)	-0.2	-5	-1	0	5	1.3	-4	2	1.6
CC(C)CC[n+]1ccn(C2=C([O-])c3ccccc3C(=O)/C2=N\S(=O)(=O)c2ccccc2)c1	1.0	2	5	-1	-5	0.5	-6	2	-0.9
COc1ccc(CN(C(=O)Cc2cccs2)C(C(=O)NC2CCCC2)c2ccncc2)cc1 (stereo not drawn)	0.1	1	-53	-1	-5	-0.9	-5	2	-3.4
Cc1ccc(SC/C(O)=C(\C#N)c2nc3ccccc3s2)cc1	1.2	6	-22	2	-2	0.5	-7	6	-1.3
Cc1ccc(OCC(=O)Nc2ccc(S(=O)(=O)Nc3ccccn3)cc2)cc1	0.2	12	-39&15	0	0	0.6	5	9&6	0.3
Cn1c(=O)c2c(O)c(C=Nc3ccc(F)cc3)c(=O)n(C)c2n(C)c1=O	1.5	13	19	0	-4	0.7	-3	10	2.5
CCCNC(=O)c1c(N)n(-c2ccc(S(N)(=O)=O)cc2)c2nc3ccccc3nc12	-0.1	32	17	33	80*	0.3	-4	.	-3.2
CCN(CC)C(=O)CSc1n[nH]c(=S)n1N	-0.1	7	-2	9	0	1.0	1	7	2.3
CCOC(=O)c1c(-c2ccccc2)oc2ccc(O)c(CN(C)C)c12	9.9	0	14	4	-4	-0.8	-13	10	-1.6
COC(=O)/C=C1\NC(=O)C(C)S1 (stereo not drawn)	2.5	18	36	0	-1	1.8	-8	2	0.3
O=C1CCCC(NCCCCCCNC2=C([N+](=O)[O-])C(=O)CCC2)=C1[N+](=O)[O-]	-0.3	0	1	-2	-1	1.0	-9	8	-2.2
O=C(CNS(=O)(=O)c1cccc(Cl)c1)Nc1ccc(-c2nc3ccccc3s2)cc1	2.0	4	6	-1	-4	0.0	-10	4	1.6
NC1=NC[C@H](c2ccccc2)N1CCc1cccc(F)c1	-0.2	26	24	1	-1	.	.	12	-0.1
Nc1ccc(O)cc1C(=O)OCC(=O)c1ccc(C2CCCCC2)cc1	-0.4	2	13	-6	-10	0.3	-1	13	-11
Cc1ccnc(NC(=O)c2ccccc2NC(=O)C(C)(C)C)c1	0.3	-1	19	-3	5	-0.8	1	5	-7.4
O=C(/C=C/c1ccco1)OCC1CCCN2CCCCC12 (stereo not drawn)	-1.6	13	-30&-12	.	.	0.4	-3	5&1	1.2
O=C(Nc1cccc(Cl)c1)c1ccc(-n2cncn2)c([N+](=O)[O-])c1	0.9	0	-11	-2	2	1.1	-6	9	-2.3
CN(C)CCNC(=O)c1cc(Br)ccc1Cl	0.3	0	-9	0	4	0.2	-3	6	-0.1
O=C(O)CN1C(=O)/C(=C/C=C/c2ccccc2)SC1=S	-0.3	3	44	-1	-11	2.2	-12	7	-0.4
Cc1ccc(CCNC(=O)C2CC(c3ccccc3[N+](=O)[O-])=NO2)cc1 (stereo not drawn)	0.0	0	-22	1	2	-0.5	-2	8	-2.5
O=[N+]([O-])c1cccc(-c2nc(-c3cccs3)c(-c3cccs3)[nH]2)c1	1.5	0	-27	-2	0	0.4	3	.	-8.7
C/C(=N/NC(=O)CCCOc1ccc(Cl)cc1Cl)c1ccc(C)o1	-0.2	1	-33	-5	5	0.1	-2	7	2.4
Cc1cc(/C=N/Nc2ccc([N+](=O)[O-])cn2)c(C)n1-c1ccc(C(=O)O)cc1	69	79*	-37	-14	-46	0.5	4	18	1.9
CCCc1c(-c2ccc(O)cc2)nn(-c2ccc(O)cc2)c1-c1ccc(O)cc1	-0.3	40	-22&-33	2	0	.	.	100*	-2.3
CN1CCC(N(C)C(=S)NCCc2ccccc2)CC1	8.0	20	-38	1	2	0.6	-7	5	1.3
Cn1cccc1CC(=O)NNC(=S)Nc1ccc(Cl)cc1Cl	0.1	1	-14	4	4	1.1	5	6	0.6
OCCC1CN(Cc2nc3ccccc3s2)CCN1C1CCCC1 (stereo not drawn)	-1.4	17	-31	3	-4	0.0	-2	6	2.5
O=C(Cn1nnc(-c2ccncc2)n1)N1CCc2ccccc21	-0.1	-20	-14	-1	0	1.0	-6	12	-1.9
O=C(COc1cccc2c1CCN(Cc1ccc(Br)cc1)C2=O)N1CCOCC1	-0.5	1	-12	-4	0	-0.4	11	2	2.7
COc1ccc(S(=O)(=O)Nc2cc(OC)c(NC(=O)c3ccco3)cc2OC)cc1	0.9	1	23	1	4	-0.8	-2	3	-3.5

The list goes on; it opens with the two that closed the last part.
SMILES	zVAD death inh	Hck-Nef inh	EP2 mod	Runt-CBFb FRET	Runt-SMMHC FRET	PERK inh	RBBP9 inh	EP2 antag	TNF death inh
O=C(COc1cccc2c1CCN(Cc1ccc(Br)cc1)C2=O)N1CCOCC1	-0.5	1	-12	-4	0	-0.4	11	2	2.7
COc1ccc(S(=O)(=O)Nc2cc(OC)c(NC(=O)c3ccco3)cc2OC)cc1	0.9	1	23	1	4	-0.8	-2	3	-3.5
COc1cc(C2C(C#N)=C(N)Oc3n[nH]c(C)c32)ccc1OC(=O)c1ccccc1 (stereo not drawn)	0.0	-1	13	-2	0	-0.1	-9	7	-7.3
O=C(CSc1nnnn1-c1ccccc1)Nc1ncc2c(n1)CC(c1ccco1)CC2=O (stereo not drawn)	1.6	6	-15	.	-6	0.9	-3	-3	1.0
CC1CC/C(=N/Nc2ccccc2)C(=O)N1 (stereo not drawn)	0.2	-1	-3	51*	1	0.8	-5	7	1.0
CCN1C(=O)CS/C1=C(\C#N)S(=O)(=O)c1ccccc1	-0.4	6	3	0	-3	0.6	-6	11	-2.0
CC[C@@H](C)[C@@H](C(=O)N1CCN(C(=O)OC(C)(C)C)CC1)n1cc(CCCCNC(=O)OC(C)(C)C)nn1	-0.1	-5	-4	-6	0	1.2	1	12	-1.9
Cc1noc(C)c1C(=O)NCCC1=CCCCC1	-0.1	0	-13	0	-4	0.7	-8	-1	0.0
CCOc1cc(/C=N/NC(=O)c2cc(-c3cccnc3)nc3ccccc23)ccc1O	1.0	8	15	0	3	1.2	-1	9	0.7
O=C(NN1C(=O)C2C(c3ccccc3)C=CC(c3ccccc3)C2C1=O)c1ccncc1 (stereo not drawn)	-1.5	0	23	-2	0	0.4	0	4	0.1
COc1ccc2c(c1)[nH]c1c(=O)n(CCCN3CCOCC3)cnc12	-0.4	-5	-3	-2	-1	-0.3	-5	11	0.2
Cc1c(OCc2ccc(C(=O)O)cc2)ccc2c(-c3ccccc3)cc(=O)oc12	0.1	48	21	-7	-3	1.0	-11	12	3.7
O=C1NCC(=O)N(Cc2ccccc2)/C1=C/c1ccccc1	1.6	13	2	6	0	0.5	-4	3	1.1
COC(=O)c1cc(NC(=O)c2ccccc2F)cc(C(=O)OC)c1	-0.8	15	-46	1	0	-0.2	-8	6	-0.4
O=c1c(Cc2ccccc2)c(O)nc2n1CCS2	0.9	0	14	.	-5	0.2	-3	11	-0.7
C/C(CCc1ccc2c(c1)OCO2)=N\N=C1\NC(=O)CC(C(=O)Nc2ccccc2F)S1 (stereo not drawn)	-0.1	0	-47	-1	4	1.3	-3	1	-0.7
O=C(CN1C(=O)COc2ccccc21)NCCN1CCc2ccccc2C1	-0.1	0	0	2	2	0.2	-5	6	-1.1
CC(=O)Nc1c(O)nc(SCC(=O)N2CCN(c3ccc(F)cc3)CC2)[nH]c1=O	0.2	0	11	2	-1	0.7	-2	3	-0.9
CC(=O)Nc1ccc(S(=O)(=O)Nc2cc(C)ccn2)cc1	0.7	21	15	1	-1	0.2	-6	6	-0.6
Cc1cccc(OCCCC(=O)Nc2nc3ccccc3[nH]2)c1	25	13	-34	1	3	-0.7	-14	2	36
CCn1c(-c2cccc(Br)c2)n[nH]c1=S	0.0	-9	4	10	11	1.6	-7	15	-0.1
Cc1ccc([N+](=O)[O-])c(OCCN2CCC(Cc3ccccc3)CC2)c1	0.8	8	-39	-1	2	-0.2	-2	16	5.6
O=C1N/C(=C/c2cccs2)C(=O)N1Cc1ccc(F)cc1	0.3	-57	-42	2	4	0.7	3	9	1.5
CC1CC(C)CN(CC(O)COCCOc2ccc(Br)cc2)C1 (stereo not drawn)	-0.7	-2	-4	-3	-2	-0.6	-10	7	1.7
C=CCn1c(SCc2ccc(OC)cc2)nnc1-c1cccnc1	-0.1	2	10	0	-3	-0.6	-8	9	-1.2
O=C(c1ccc2c(c1)OCO2)N1CCN(c2ncccn2)CC1	0.5	-1	18	1	3	0.8	-3	7	0.3
O=C(NCCNc1nccc(C(F)(F)F)n1)c1cccc(C(F)(F)F)c1	1.4	8	-72	-3	-4	1.0	-2	7	1.7
Cc1cc(C(=O)NCc2ccc(C(=O)O)o2)c(C)o1	-0.3	2	14	3	1	1.2	6	4	-1.0
O=C(Nc1cccc(O)c1)c1cc(-c2ccco2)on1	0.0	0	-14	-2	1	0.7	-4	13	-9.2
Cc1cc(C)c2c(c1)N[C@H](c1cccs1)[C@@H]1CCO[C@H]21	0.5	27	-2	-2	3	1.3	-2	11	0.1
COc1cccc(C2CC(c3cccc(Br)c3)n3nc(N)nc3N2)c1 (stereo not drawn)	3.3	4	-11	2	0	0.2	-1	9	-0.1

Screening data deposited in PubChem BioAssay by several laboratories.

Only part of the results is shown; the hit share may differ from the screen's.
